Compound activity from PubChem.
OXTR potentiator: potentiators of human oxytocin receptor; P30559; CHO-OTR cells, Fluo-8 calcium fluorescence, potentiator mode; 0% = oxytocin EC15, 100% = EC100; activation, % at 3 µM; actives 0.061% (n = 320,000);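 active means activation above that plate's cutoff, the mean activation of tested compounds plus 3 SD, cut at about 6.6% in these data, passing the limit was not always enough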;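 further: 100% uses oxytocin at 75 nM as the full agonist control; some results filed as inactive read as strong as hits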
Target sequence (P30559 whole entry, looked up): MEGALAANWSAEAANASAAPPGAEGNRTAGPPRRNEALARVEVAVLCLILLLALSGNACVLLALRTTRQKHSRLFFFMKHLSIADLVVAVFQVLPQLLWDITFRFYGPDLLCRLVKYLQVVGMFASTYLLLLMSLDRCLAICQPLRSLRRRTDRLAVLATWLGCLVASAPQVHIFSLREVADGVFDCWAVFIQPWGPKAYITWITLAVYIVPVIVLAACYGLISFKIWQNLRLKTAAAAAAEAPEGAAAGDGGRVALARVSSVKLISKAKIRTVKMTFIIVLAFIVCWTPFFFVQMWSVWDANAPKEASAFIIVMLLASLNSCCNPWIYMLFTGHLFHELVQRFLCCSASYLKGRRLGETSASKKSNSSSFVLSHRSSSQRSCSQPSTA
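Dosing: Single dose, 3.0 µM nominal final compound concentration | Material: Human OTR in CHO cells | Technique: Kinetic Fluo-8 calcium fluorescence | Benchmarks: EC15 oxytocin alone as 0%, 75 nM oxytocin as 100% | Probe or stimulus: Oxytocin at about EC15, sub-maximal agonist stimulus | Incubation: Compound 6 min at room temperature before oxytocin, 100 s read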
V1R ag counter: activates human V1a receptor in oxytocin agonist counter-screen; P37288; CHO-V1R cells, Fluo-8 calcium fluorescence, agonist mode; 0% DMSO, 100% 3 nM vasopressin; activation, % at 3 µM; actives 0.25% (n = 320,000); AID 2797;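 active means activation above the mean activation of all tested compounds plus 3 SD, per screening run, cut at about 20% in these data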;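 further: signal is peak over basal fluorescence ratio across a 100 second FLIPR read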
M1 ag: agonists of human M1 muscarinic receptor. CHO-K1 hM1, Fluo-8 calcium fluorescence, agonist mode; 0% DMSO, 100% acetylcholine EC100. actives 0.33% (n = 360,000). P11229. activation, % at 3 µM;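 active means activation above the run's mean compound activation plus 3 SD, cut at about 16% in these data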;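 further: peak over basal fluorescence ratio within a 140 s kinetic read after compound addition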
CHO-K1 Ca PAM: nonselective activator or artifact in parental CHO-K1 calcium assay; ATP EC20, Fluo-8 calcium fluorescence; 0% at ATP EC20, 100% at ATP max; activation, % at 3 µM; actives 0.02% (n = 360,000); AID 602247;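 active means activation above the run cutoff, the mean activation of all test compounds plus 3 SD, cut at about 40% in these data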;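 further: peak over basal fluorescence ratio in a 140 s read after ATP addition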
TAAR1 agonist: agonists of human TAAR1. Q96RJ0. CHO RD-HGA16 TAAR1, Fluo-8 calcium fluorescence; vehicle wells 0%, saturating PEA agonist 100%. activation, % at 3 µM. actives 0.99% (n = 360,000). AID 624467;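 active means activation above the mean activation of all test compounds in the run plus 3 SD, cut at about 38% in these data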
Target sequence (Q96RJ0 whole entry, looked up): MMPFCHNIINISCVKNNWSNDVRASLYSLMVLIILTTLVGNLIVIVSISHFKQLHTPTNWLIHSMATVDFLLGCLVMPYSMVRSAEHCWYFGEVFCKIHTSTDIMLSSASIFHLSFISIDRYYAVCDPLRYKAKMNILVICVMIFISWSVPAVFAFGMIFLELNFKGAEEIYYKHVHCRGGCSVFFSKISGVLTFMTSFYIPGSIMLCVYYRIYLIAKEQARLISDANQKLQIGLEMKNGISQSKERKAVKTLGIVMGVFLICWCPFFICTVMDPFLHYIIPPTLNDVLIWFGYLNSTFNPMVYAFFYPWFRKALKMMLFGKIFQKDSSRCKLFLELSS
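Signal – calcium-sensitive Fluo-8 signal, excitation 470-495, emission 515-575 nm · System – RD-HGA16 (CHO) cells co-expressing Gα16 and hTAAR1 · Incubation – 17-24 h seeding, 75 min 37 °C dye, 30 min RT · Compound dosing – 3 µM single concentration · Repeats – no replicates (n 1)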
TAAR1 antag: antagonists of human TAAR1. Q96RJ0. CHO RD-HGA16 TAAR1, Fluo-8 calcium fluorescence, antagonist. inhibition, % at 3 µM. actives 1.5% (n = 360,000). AID 624466;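 active means inhibition above a per-plate cutoff, the mean inhibition of test compounds on that plate plus 3 SD, cut at about 49% in these data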;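 further: 0% = DMSO plus EC80 beta-PEA response and 100% = DMSO alone without agonist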
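Test system – hTAAR1-expressing CHO RD-HGA16 cells, Gα16-coupled · Also added – β-PEA at EC80 concentration, post-compound challenge · Compound – 3 µM, single point · Incubation – dye loading 75 min at 37 °C, then 30 min room temperature · Measured by – Fluo-8 intracellular calcium dye fluorescence, real-time kinetic reads · Benchmarks – vehicle and agonist controls · Replicates – singlicate, one well per test compound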
CHO parental Ca: signal in parental CHO cells, OX1R antagonist counter-screen. parental CHO-K1, ATP-induced calcium, Fluo-8 fluorescence. inhibition, % at 5.6 µM. AID 463079. actives 0.63% (n = 330,000);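 active means inhibition above that plate's mean sample inhibition plus 3 SD, cut at about 26% in these data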;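 further: 0% = ATP-challenged DMSO wells and 100% = DMSO wells without ATP; some compounds past the cut are filed as inactive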
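Material: Parental CHO cells | Reagent: ATP | Compound dosing: Single nominal dose of 5.6 µM per compound | Detection: Intracellular calcium via Fluo-8 no-wash fluorescent dye | Read-out: % inhibition of ATP-induced calcium mobilization | Benchmarks: Low control ATP plus DMSO, high control DMSO only | Replicates: Singlicate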
M1 ag parental: counter-screen for M1 agonists: effect in parental CHO-K1 cells; actives 0.48% (n = 360,000); Fluo-8 calcium fluorescence; scaled to maximal ATP response, vehicle zero; AID 602248; activation, % at 3 µM; in the data active means activation above about 15%;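 further: untransfected CHO-K1 host cells lacking M1 receptor as counterscreen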
CHO-K1 Ca antag: M1 antagonist counterscreen hit in parental CHO-K1 cells. ATP-induced calcium, Fluo-8 fluorescence. inhibition, % at 3 µM. actives 0.6% (n = 360,000). AID 602250;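 active means inhibition above a per-plate cutoff, the plate's mean sample inhibition plus 3 SD, cut at about 24% in these data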;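 further: 0% = DMSO plus EC80 ATP and 100% = DMSO alone without ATP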
* = called active by the depositor; x = not tested or not shown.

SMILES	OXTR potentiator	V1R ag counter	M1 ag	CHO-K1 Ca PAM	TAAR1 agonist	TAAR1 antag	CHO parental Ca	M1 ag parental	CHO-K1 Ca antag
O=C(N/N=C\c1ccc([N+](=O)[O-])o1)c1cncc(Br)c1	0.2	1.4	0.5	-25.0	1.3	-20.6	-4.4	0.2	16.2
C1CCCCCC(NCCN2CCNCC2)CCCCC1	-4.8	-0.2	-7.3	14.7	3.0	1.8	-20.1	0.7	-1.6
O=C(O)c1ccc(Nc2c3ccccc3nc3ccccc23)cc1	-7.9	2.9	-1.1	0.1	4.5	5.6	2.6	6.6	-14.3
CC(C)N(C(=O)[C@H]1C[C@H](CC(=O)NCc2cccc(C(F)(F)F)c2)C(=O)N2CCc3c([nH]c4cc(-c5ccco5)ccc34)[C@]12C)C(C)C	x	x	-1.1	-4.5	-0.5	-26.2	-37.5	0.1	-12.8
CCc1cc2cc3c(cc2nc1SCC(=O)Nc1cc(C)on1)OCO3	-2.8	1.6	-3.8	7.0	10.0	-14.5	-3.6	0.7	7.1
CC1(C)Cc2ccccc2C(CSc2ccccc2C(=O)O)=N1	1.9	-0.1	-8.2	15.7	5.0	-4.9	-27.0	0.8	-1.4
Cn1c(CCNC(=O)c2ccccc2F)nnc1SCc1nc2ccccc2c(=O)[nH]1	-6.3	-0.5	4.1	12.7	3.4	-22.5	-10.2	0.3	-31.3
COc1ccccc1N1CCN(C2CC(=O)N(c3ccc(F)cc3)C2=O)CC1 (configuration not stated)	0.7	1.3	0.9	-0.9	4.0	7.6	-6.1	1.0	-2.6
CCOc1ccc(CCN2C(=O)C(=O)N([C@@H](Cc3ccccc3)CN3CCC[C@H]3CN3C(=O)C(=O)NC[C@@H]3CC(C)C)C[C@@H]2Cc2ccc(O)cc2)cc1	x	x	x	-2.5	0.2	-2.6	x	0.7	-11.1
CC1(C(=O)NS(=O)(=O)Cc2ccccc2)CCN1C(=O)C/C=C/c1ccccc1 (configuration not stated)	x	x	-1.6	4.2	-0.2	-0.8	x	0.0	2.4
CCCN(CCC)C(=O)c1c(C)[nH]c(C(=O)OCC)c1C	-17.0	0.2	0.8	9.0	0.4	-4.1	-9.6	0.6	-7.9
COc1ccc(C(=O)N/N=C(/C)c2cccc(NC(=O)c3ccncc3)c2)cc1OC	x	x	-2.4	7.4	1.5	3.4	x	0.4	4.2
COCCNC(=O)c1ccccc1NS(=O)(=O)c1ccc(C)c([N+](=O)[O-])c1	-5.0	1.2	-4.0	25.7	5.6	-5.1	-11.0	0.4	-11.3
CC(=O)C1=C(NC(=O)c2ccccc2F)C[C@@H]2[C@H]1C2(C)C	-5.2	-0.6	-3.1	8.9	14.9	15.5	-15.9	0.2	-12.3
CC1(C)Cc2c(C#N)c(NCCCO)nc(-c3ccccc3)c2CO1	-3.8	0.0	-8.9	11.4	8.6	-24.9	-2.9	0.0	1.1
O=C(COc1ccc2ccccc2c1Br)NC(=S)Nc1cccc(CO)c1	-7.7	1.5	-8.7	24.7	1.0	-0.3	6.9	0.4	-6.2
Cc1cccc(C)c1NC(=O)COC(=O)CN1C(=O)C2CCCCC2C1=O (configuration not stated)	-0.7	-0.1	-0.8	-12.4	1.0	2.6	-11.6	0.6	-5.0
Cc1ccc(NC(=O)COc2ccc(Cl)cc2Cl)cc1S(=O)(=O)N1CCOCC1	x	x	-0.7	11.0	8.8	40.8	x	2.7	-1.8
CCNC(=O)OCC12CC3CC(CC(C3)C1)C2	-4.3	-1.0	-7.4	21.4	10.4	-11.8	-5.2	0.5	-9.5
Cc1ccc(C(=O)N/N=C\c2ccc3c(c2)OCO3)cn1	0.8	0.8	1.0	-1.0	0.0	-2.9	-9.4	0.3	0.6
CCn1c(=NC(=O)C2COc3ccccc3O2)sc2c(C)ccc(OC)c21 (configuration not stated)	-8.9	0.3	0.4	7.0	4.0	-27.1	-9.6	0.0	-10.9
Cn1c(CCNC(=O)c2ccco2)nc2cc(NS(=O)(=O)c3ccccc3)ccc21	-3.4	0.1	-3.4	14.6	8.7	10.9	10.1	2.6	-8.3
O=C(Nc1ccc(S(=O)(=O)Nc2ncccn2)cc1)C1CC(=O)N(c2ccccc2)C1 (configuration not stated)	x	x	-3.1	-8.2	3.1	-13.3	x	0.3	1.4
Cc1ccccc1NC(=O)CN1C(=O)N/C(=C\c2ccccc2OCc2ccc(C(=O)O)cc2)C1=O	-0.2	-0.1	-2.6	7.5	5.1	-16.8	2.6	0.2	-13.2

Whole records as entered above.
CCn1c(=NC(=O)C2COc3ccccc3O2)sc2c(C)ccc(OC)c21 (configuration not stated) across the screens: OXTR potentiator: -8.9; V1R ag counter: 0.3; M1 ag: 0.4; CHO-K1 Ca PAM: 7.0; TAAR1 agonist: 4.0; TAAR1 antag: -27.1; CHO parental Ca: -9.6; M1 ag parental: 0.0; CHO-K1 Ca antag: -10.9
COCCNC(=O)c1ccccc1NS(=O)(=O)c1ccc(C)c([N+](=O)[O-])c1 across the screens: OXTR potentiator: -5.0; V1R ag counter: 1.2; M1 ag: -4.0; CHO-K1 Ca PAM: 25.7; TAAR1 agonist: 5.6; TAAR1 antag: -5.1; CHO parental Ca: -11.0; M1 ag parental: 0.4; CHO-K1 Ca antag: -11.3

(more compounds)
SMILES	OXTR potentiator	V1R ag counter	M1 ag	CHO-K1 Ca PAM	TAAR1 agonist	TAAR1 antag	CHO parental Ca	M1 ag parental	CHO-K1 Ca antag
COC(=O)c1ccccc1NC(=O)COC(=O)C1CCCCC1	1.2	-0.4	-3.4	23.9	-2.0	-41.6	-10.1	0.4	-12.4
O=C(Nc1cccc(NC(=O)c2ccccc2[N+](=O)[O-])c1)c1ccccc1Cl	-4.2	3.4	-2.6	9.8	4.6	25.0	-11.8	4.0	-5.7
CN1CCC(N(C)S(=O)(=O)c2ccc(NC(=O)Cc3ccc(F)cc3)cc2)CC1	-1.8	0.6	-3.0	1.9	4.4	13.9	-3.2	1.1	-5.0
COc1ccc(N(CC(=O)NCCC2=CCCCC2)S(C)(=O)=O)cc1OC	2.3	-0.7	-4.8	-11.5	12.5	-4.6	-15.6	0.6	0.3
CCCc1nc2oc3c(OCC)ncnc3c2c2c1COC(C)(C)C2	-3.3	0.9	-2.2	8.7	1.9	6.8	-12.0	0.1	-19.6
O=C(NC(=S)Nc1ccccc1N1CCOCC1)c1cccs1	2.6	-1.7	-4.5	19.6	6.7	12.9	-13.1	4.5	-6.0
CCc1cc2cc(C(=O)N3CCN(c4ccccc4)CC3)sc2s1	-9.0	-0.6	-4.8	31.3	-0.7	-11.5	-16.2	0.2	-17.5
O=[N+]([O-])c1cc2c(c(CSc3nnc4ccccn34)c1)OCOC2	-0.2	0.8	-7.5	26.4	-0.8	10.7	-7.3	0.5	-11.4
CCC(C)(C(=O)NC1CCCCC1)N(Cc1ccco1)C(=O)CC1NC(=O)NC1=O (configuration not stated)	-12.3	0.6	-1.6	0.3	18.1	-17.6	0.2	0.0	-7.0
COc1ccc(OC)c(/C=C/C(=O)Oc2ccc(C(C)=O)cc2)c1	-2.1	1.5	-4.7	9.5	5.7	0.4	-28.5	-0.8	-7.2
COc1ccc(NS(=O)(=O)c2ccc(NC(=S)NC(=O)c3ccc(Br)cc3)cc2)nn1	-6.1	0.2	-3.7	9.3	-0.8	2.5	-5.3	1.0	-3.5
CCC1CCCCN1S(=O)(=O)c1ccc(C(=O)N(CCCN(C)C)c2nc3cc4c(cc3s2)OCO4)cc1 (configuration not stated)	-11.5	5.3	-2.5	13.7	32.8	-5.0	-13.3	12.9	-3.7
CC1=CN2C(=N)/C(=C/c3ccc(C)o3)C(=O)N=C2S1	-2.7	-0.1	-3.9	-5.5	5.3	10.9	-11.7	-0.5	13.6
COc1ccc(CNC(=O)COC(=O)c2c(-c3c(F)cccc3Cl)noc2C)cc1OC	-7.7	2.4	-2.7	5.2	6.3	3.0	-19.5	3.8	-9.6
CC(=O)NC(CC(=O)N(Cc1ccccc1)c1ccc(C)cc1)c1ccccc1 (configuration not stated)	-4.1	3.4	-0.7	-5.7	1.1	-15.6	-16.7	1.4	-6.6
O=S(=O)(/N=C(\c1ccccc1)N1CCOCC1)c1ccc(Cl)cc1	-2.1	1.3	-2.6	-2.5	1.1	15.8	-5.1	-0.1	3.9
CCN1C(=O)CC(N2CCN(c3ccc(OC)cc3)CC2)C1=O (configuration not stated)	-2.9	0.1	0.6	4.7	14.1	16.0	1.9	0.1	3.5
CCC(=O)Nc1ccc2c(c1)Cc1cc([N+](=O)[O-])ccc1-2	x	x	1.1	-19.5	2.1	-0.3	x	-0.2	9.6
CC1(C)Cn2c(nc(=O)c3c2NCN(CCc2ccccc2)C3)S1	-16.4	-0.4	-5.2	9.4	x	x	-1.1	2.6	-9.5
O=C(COC(=O)CC1SC(N2CCCC2)=NC1=O)Nc1c(F)c(F)c(F)c(F)c1F (configuration not stated)	0.1	-0.4	6.0	6.3	7.8	-6.8	-20.8	-0.3	-5.0
Fc1ccc(C(c2nnnn2C2CCCC2)N(Cc2ccco2)CC2CCCO2)cc1 (configuration not stated)	-7.4	3.6	-5.0	10.6	8.3	-22.5	-13.1	-0.7	-11.1
O=C(NNC(=O)c1cccc2ccccc12)c1ccc(Br)cc1	x	x	-1.7	-1.0	0.1	8.8	x	0.6	-7.1
CC1(C)ON(C2CCCCC2)[C@H]2c3nc4ccccc4n3C[C@H]21	0.5	-1.3	-5.5	4.6	1.4	-13.0	-8.6	3.2	-5.5
C[C@H](CO)N1C[C@H](C)[C@@H](CN(C)S(=O)(=O)c2cn(C)cn2)Oc2c(NC(=O)Nc3ccc(C(F)(F)F)cc3)cccc2C1=O	-0.7	0.9	2.0	10.8	7.8	27.3	-6.7	3.1	-16.7
O=C(COC(=O)c1cc(S(=O)(=O)N2CCCC2)ccc1O)Nc1ccc(S(=O)(=O)N2CCOCC2)cc1	-8.8	0.6	-2.5	23.6	4.3	-12.3	-6.0	1.2	-14.1
CCCOC1CCCN(C(=O)CCc2nnc(-c3ccc4c(c3)OCO4)o2)C1 (configuration not stated)	-15.3	-0.3	0.5	-23.1	2.5	-13.1	3.0	0.1	3.6
